STAT1 blocker: STAT1 signaling inhibition; NIH 3T3 STAT1-luciferase reporter, IFN-gamma, luminescence; inhibition, % at 5.5 µM; 200,000 tested, 0.35% active; AID 920;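 active = inhibition above a set limit, the mean inhibition across all tested compounds plus 3 SD, cut at about 34% in these data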;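 also: 0% = IFN-gamma with DMSO and 100% = IFN-gamma with 300 µM nifuroxazide; values of inactives mirror those of a sister screen read the other way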
STAT3 inh: inhibitors of IL-6 induced STAT3 signaling; U3A cells, IL-6 STAT3-luciferase reporter, luminescence; host cell line lacks STAT1; inhibition, % at 5.5 µM; 190,000 tested, 0.89% active;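 active = inhibition above the mean inhibition across all screened compounds plus 3 SD, cut at about 44% in these data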;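 also: 0% = DMSO only wells and 100% = 100 µM nifuroxazide control wells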
FLuc inhib CS: counter-screen for luciferase assay inhibitors: firefly luciferase inhibition; P08659; ATPLite firefly luciferase biochemical luminescence, 10 min; inhibition, % at 10 µM; 200,000 tested, 1.5% active;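 active = inhibition above about 50% when tested at 10 µM, limit read from the data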
Target sequence (P08659 whole entry, looked up): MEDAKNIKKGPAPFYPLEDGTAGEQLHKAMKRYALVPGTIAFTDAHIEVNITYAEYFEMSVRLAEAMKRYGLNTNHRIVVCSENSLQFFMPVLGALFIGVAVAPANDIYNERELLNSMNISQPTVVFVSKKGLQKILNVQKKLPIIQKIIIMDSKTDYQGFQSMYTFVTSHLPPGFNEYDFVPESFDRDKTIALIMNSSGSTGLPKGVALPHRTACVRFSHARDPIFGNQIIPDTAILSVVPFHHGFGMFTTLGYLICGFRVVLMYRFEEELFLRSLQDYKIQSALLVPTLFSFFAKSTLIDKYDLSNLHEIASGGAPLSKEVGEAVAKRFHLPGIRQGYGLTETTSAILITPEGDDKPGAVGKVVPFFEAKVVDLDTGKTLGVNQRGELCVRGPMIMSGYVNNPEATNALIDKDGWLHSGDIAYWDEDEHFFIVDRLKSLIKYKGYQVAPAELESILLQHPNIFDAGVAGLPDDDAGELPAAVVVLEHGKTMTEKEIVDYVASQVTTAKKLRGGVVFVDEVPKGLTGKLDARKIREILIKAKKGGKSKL
APP 5'UTR act: APP 5'UTR luciferase reporter activation; SH-SY5Y APP 5'UTR luciferase reporter, luminescence; zero percent = DMSO vehicle wells; activation, % at 2 µM; 190,000 tested, 1% active; AID 1276;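 active = activation above a set limit, based on mean plus 3 SD of controls, cut at about 140% in these data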; also: values of inactives mirror those of a sister screen read the other way
STAT1 act: STAT1 signaling activation; NIH 3T3 STAT1-luciferase reporter, IFN-gamma, luminescence; 100% = IFN-gamma alone, no compound; activation (% of control), % at 5.5 µM; 200,000 tested, 2.6% active; AID 932;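 active = activation above the screen-wide mean activation plus 3 SD, cut at about 130% in these data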;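 also: raw ratio to IFN-gamma control signal so 100% means no change and 0% no light; values of inactives mirror those of a sister screen read the other way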
Hsp70 activator: transcriptional activators of Hsp70. activation, % at 10 µM. AID 1203. HeLa Hsp70 promoter luciferase reporter, luminescence; scaled: vehicle 0, proteasome-inhibitor control 100%. 200,000 tested, 0.04% active;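 active = activation above the mean across all tested compounds plus 3 SD, cutoff set per campaign, cut at about 5.5% in these data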;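 also: 100% = MG132 at 30 µM as the positive control and 0% = DMSO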
APP transl inh: APP translation inhibition | 190,000 tested, 0.82% active | inhibition, % at 2 µM | SH-SY5Y APP 5'UTR-luciferase reporter, luminescence;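 active = inhibition above a set limit, derived from the sample mean plus 3 SD, cut at about 45% in these data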; also: values of inactives mirror those of a sister screen read the other way
STAT3 act: increases IL-6 driven STAT3 reporter signal. U3A cells, IL-6 STAT3-luciferase reporter, luminescence; 100% = signal with IL-6 EC80 alone. activation (% of control), % at 5.6 µM. 190,000 tested, 0.91% active;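 active = activation above the screen-wide mean of compound activation plus 3 SD, cut at about 130% in these data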;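 also: 0% = background luminescence of wells with medium and substrate only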
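Material: human U3A cells carrying STAT3-luciferase construct. Measured by: reporter luminescence signal. Timing: compound 1 h, then IL-6 6 h at 37 °C.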
RAM network inh: blocks the yeast RAM network | inhibition, % at 50 µM | 190,000 tested, 1.8% active | AID 868 | S. cerevisiae dse1pr::URA3 reporter, 5-FOA growth OD615, 2 d; analog-sensitive cbk1-as2 kinase mutant strain;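 active = inhibition above a set limit, 3 SD over mean compound inhibition, cut at about 8.4% in these data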;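 also: 0% = DMSO-only wells with no growth and 100% = 10 µM 1-NA-PP1 full growth; inhibition rescues growth on 5-FOA so higher OD means more RAM inhibition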
NF-kB neuron act: compounds increasing NF-kB expression in human neuronal cells. 190,000 tested, 1.6% active. fold change at 12.5 µM. NF-kB reporter expression; stronger effect = higher value; in the data active = fold change above about 3.3
Starred values were filed as active, the others as inactive; / = no result given. An unsorted share of the library; 7.7% or so of the library scored in one or more.

Structure,STAT1 blocker,STAT3 inh,FLuc inhib CS,APP 5'UTR act,STAT1 act,Hsp70 activator,APP transl inh,STAT3 act,RAM network inh,NF-kB neuron act
COCCCn1cnc2c(c1=O)c1nc3ccccc3nc1n2-c1ccc(C)cc1,-1,37,-8,-6,101,0.0,6,74,5.1,0.89
CC(C)(C)NC(=O)C(c1ccc(O)cc1)N(Cc1ccco1)C(=O)Cn1nnc(-c2cccs2)n1 (stereo not drawn),4,5,-6,1,94,-0.5,-1,99,0.7,0.84
Cc1cc(Nc2ccccc2Br)n2nc(C)nc2n1,6,4,-5,16,95,-0.2,-16,96,0.0,1
Cc1nc(C(=O)N(C)C)nn1-c1cc(Cl)cc(Cl)c1,1,14,-2,-6,99,-0.4,6,93,-0.3,1.1
CCN(CC(=O)NCc1ccc(Cl)cc1)S(=O)(=O)c1ccc(NC(C)=O)cc1,3,3,-2,-16,96,-0.3,16,104,0.5,1
COc1cccc(C(C(=O)NC(C)(C)C)N(C(=O)CCC(=O)Nc2cc(C)on2)C2CC2)c1OC (stereo not drawn),4,6,-6,-10,96,-0.2,10,99,1.4,1
COCCCNC(NC(=O)c1ccc(Cl)cc1)C(Cl)(Cl)Cl (stereo not drawn),12,13,-3,-1,89,0.0,1,93,-0.1,1.1
Cc1cc(N/C(=N\S(=O)(=O)c2ccc(F)cc2F)c2ccccc2)no1,-8,1,-5,-67,107,0.0,68*,104,0.9,1.3
CC(C)c1cccc(OCCCCN(C)C)c1,-8,3,-2,4,105,-0.2,-4,103,2.4,1.1
CN(C)S(=O)(=O)c1cccc(C(=O)Nc2cc(Cl)cc(Cl)c2)c1,-9,8,-9,24,109,-0.2,-24,98,2.6,1.1
Cc1cccc(OC2CCN(Cc3nc(CC4CC4)no3)CC2)c1,0,8,-9,1,99,0.6,-1,103,-0.6,1.2
CCSc1nnc(-c2cc(Br)ccc2N)c(=O)[nH]1,1,12,-11,11,98,-0.2,-11,91,1.6,1.4
O=C(CCn1c(=O)c2ccccc2n(CC(=O)N2CCN(c3ccccc3)CC2)c1=O)NCc1ccco1,0,2,-6,4,99,-0.2,-4,99,6.3,0.85
COC(=O)C1(C)Nc2ccccc2C(=O)N1c1ccccc1OC (stereo not drawn),-5,4,-5,2,104,-0.2,-2,97,0.8,1.3
CCCCC(CC)CNC(=O)CCS(=O)(=O)c1cccc2nonc12 (stereo not drawn),2,7,-2,-10,99,-0.3,10,99,0.6,1
CC(=O)Nc1ccc(OCC(O)CN2C(C)CCCC2C)cc1 (stereo not drawn),0,1,-5,-12,100,0.1,12,97,0.8,0.73
CCCCCn1c(N2CCC(C(N)=O)CC2)nc2c1c(=O)[nH]c(=O)n2C,0,9,-8,-3,100,-0.1,3,94,-1.0,1.1
CC1CCCN(C(=O)Nc2ccc(Br)cc2Cl)C1 (stereo not drawn),-30,15,8,46,127,-0.2,-46,90,1.2,1.7
CCOC(=O)C1Sc2[nH]c(=O)sc2C(c2ccc(Cl)cc2)C1C(=O)OCC (stereo not drawn),2,0,-2,16,98,0.2,-16,100,1.6,1
O=C(/C=C/c1ccc(S(=O)(=O)N2CCOCC2)cc1)NCc1ccccc1,2,-5,-2,-8,98,-0.5,8,101,0.5,0.96
N#C/C(=C/c1ccc(F)cc1)c1nc(CCN2C(=O)c3ccccc3C2=O)cs1,8,19,-3,6,93,-0.5,-6,92,-0.3,1.2
O=C1CCCC2=C1C(Cc1ccccc1)C1=C(CCCC1=O)O2,3,0,-6,19,97,0.1,-19,104,-0.7,1.3
Cc1ccc(C2CC(=O)N3CN(Cc4ccco4)CSC3=C2C#N)cc1 (stereo not drawn),1,2,7,16,99,-0.3,-16,102,1.1,1
O=[N+]([O-])c1cccc(C(=S)N2CCN(c3ccccc3)CC2)c1,3,-4,0,-9,97,-0.1,9,107,1.6,1.1
CCOC(=O)N1CCC(NC(=O)CS(=O)Cc2nc(-c3ccc(OC)c(OC)c3)oc2C)CC1 (stereo not drawn),1,9,-1,-1,99,-0.2,1,95,2.3,0.97
COC(=O)c1ccc(NC(=S)N2CCN(Cc3cccc(C)c3)CC2)cc1,-2,3,-5,19,102,0.0,-19,106,-0.1,1
O=C(/C=C/c1c(F)cccc1Cl)c1ccc(F)cc1,11,-12,8,/,90,0.0,/,114,0.8,1.2
Cc1cc(C(=O)CN2CCC(C)CC2)c(C)n1-c1ccc(F)cc1,-63,-7,5,136*,157*,-0.1,-136,106,0.5,0.74
COc1ccc(-c2[nH]ncc2CN(CCO)CC23CC4CC(CC(C4)C2)C3)c(OC)c1,-3,-6,-10,-13,101,-0.2,13,109,1.5,0.86
C=CCNC(=O)c1onc(CSc2ccc(OC)cc2)c1C(=O)O,6,-2,0,12,94,-0.2,-12,102,1.7,1

Structure,STAT1 blocker,STAT3 inh,FLuc inhib CS,APP 5'UTR act,STAT1 act,Hsp70 activator,APP transl inh,STAT3 act,RAM network inh,NF-kB neuron act
CSc1nnc(C)c(=O)n1COC(=O)c1ccc(S(=O)(=O)N2CCCC2)cc1,0,-2,0,4,100,-0.2,-4,107,0.4,1.1
O=C(COC(=O)c1cc(S(=O)(=O)N2CCOCC2)cs1)c1ccccc1,-6,0,-6,-3,106,-0.1,3,103,1.4,1.1
COc1ccccc1OCc1ccc(C(=O)Nc2ccc(Cl)cn2)o1,-12,6,0,-3,109,-0.5,3,97,1.9,1.3
CCc1nc(SCC(=O)N2CCc3cc(OC)c(OC)cc3C2)c(C#N)cc1C,2,-8,/,7,98,-0.1,-7,111,/,/
CCOC(=O)C1Cc2c([nH]c3ccccc23)CN1 (stereo not drawn),2,14,-10,12,98,0.1,-12,93,0.4,1.1
CCCCn1c(SCC(=O)c2ccc(O)c(O)c2)nc2ccsc2c1=O,3,-6,-2,15,97,-0.3,-14,101,7.2,0.49
Cc1cc(C)nc(SCc2ccc(C(=O)O)o2)n1,4,-7,-4,-10,97,-0.3,10,108,0.4,1.1
Cc1cccc(-c2c(O)cc(=O)[nH]c2Cl)c1,0,3,-4,11,99,-0.2,-11,101,2.8,5.9*
S=C(NCC1CCCO1)NC1CCCCC1 (stereo not drawn),-7,0,1,-8,104,-0.3,8,103,1.8,1.2
O=C(NC(=S)NCc1ccco1)c1ccccc1,-9,12,-6,9,106,-0.3,-9,93,-1.2,1.1
CCCc1nnc(NC(=O)CCC(=O)N2CCN(CCn3c(C)ccc3C)CC2)s1,3,0,-4,7,97,-0.1,-7,103,2.0,0.95
COc1cc(OC)c(NC(=O)c2ccoc2C)cc1Cl,-2,-7,1,-31,102,0.0,31,110,0.9,1.1
CCN(CC)CCn1c(NCc2ccc(C)o2)nc2ccccc21,14,-1,-3,-2,87,-0.2,2,98,-0.4,0.83
Cc1ccc(C)c(NC(=O)C2CCC(C)(C(=O)O)C2(C)C)c1 (stereo not drawn),1,1,2,-9,99,0.0,9,102,2.0,1.4
Cc1c(NC(=O)COC(=O)c2ccc[nH]c2=O)c(=O)n(-c2ccccc2)n1C,18,-8,-3,-6,84,-0.4,6,107,0.8,1
Cc1cc(/C=N/n2cnnc2)c(C)n1-c1ccc(Cl)cc1Cl,3,1,0,2,97,-0.3,-2,103,-1.0,0.71
C=CCN(Cc1nc(-c2ccc(OC)c(OC)c2)oc1C)C1CCS(=O)(=O)C1 (stereo not drawn),2,18,-1,-6,97,-0.1,6,87,-0.4,1.1
CCOC(=O)c1cnc2ccc(C(=O)OC)cc2c1Nc1ccc2c(c1)OCCO2,-3,23,-1,12,103,-0.1,-12,86,1.2,1
O=C(c1ccc(S(=O)(=O)N2CCCCCC2)cc1)N1CCN(c2ccccn2)CC1,3,6,0,-9,98,0.1,9,97,0.0,0.97
O=C(O)CCSc1nnc(-c2ccc3c(c2)OCO3)o1,16,39,31,-19,86,-0.3,19,72,0.6,0.76
Cc1cc(C)nc(N/N=C/c2ccc(N3CCOCC3)cc2)n1,-1,24,-3,7,101,-0.1,-7,86,0.6,0.39
O=C(NNc1nc2ccccc2s1)Nc1ccccc1,-42,-2,2,115,138*,-0.1,-115,101,3.2,1.7
O=C(CSc1ncn[nH]1)N1CCN(c2nnc(-c3ccccc3)c3ccccc23)CC1,0,7,-11,60,99,-0.2,-29,99,0.3,0.36
O=C(NCCCN1CCOCC1)c1cnn2c(-c3ccccc3)cc(-c3ccccc3)nc12,-5,-3,-9,7,105,-0.5,-7,109,0.5,0.36
NC(=O)c1cc(-c2ccccc2)nc(Oc2ccccc2)n1,-6,19,-4,-5,106,0.0,4,86,0.5,1
Cc1cc(C(=O)NC(=S)Nc2ccccc2N2CCCC2)ccc1[N+](=O)[O-],-4,-14,-4,1,104,-0.6,0,107,0.7,0.97
COc1ccccc1C1C2=C(COC2=O)Nc2cc3c(cc21)OCO3 (stereo not drawn),-9,-40,0,-95,108,0.8,94*,144*,1.2,1.2
COCCNc1oc(-c2cccs2)nc1S(=O)(=O)c1ccc(C)cc1,2,-8,1,-1,97,-0.1,1,111,-0.7,0.95
CSc1ccn(CCC(=O)O)c(=O)n1,-4,5,-7,-12,104,-0.1,12,95,0.4,1
CCCCC(=O)Nc1ccc(C(=O)NNC(=S)NC(=O)c2ccccc2[N+](=O)[O-])cc1,3,14,1,7,97,0.1,-7,93,3.5,0.94

Compound profiles (already shown).
CCCCC(=O)Nc1ccc(C(=O)NNC(=S)NC(=O)c2ccccc2[N+](=O)[O-])cc1 as listed: STAT1 blocker: 3; STAT3 inh: 14; FLuc inhib CS: 1; APP 5'UTR act: 7; STAT1 act: 97; Hsp70 activator: 0.1; APP transl inh: -7; STAT3 act: 93; RAM network inh: 3.5; NF-kB neuron act: 0.94
Cc1cc(C)nc(SCc2ccc(C(=O)O)o2)n1 as listed: STAT1 blocker: 4; STAT3 inh: -7; FLuc inhib CS: -4; APP 5'UTR act: -10; STAT1 act: 97; Hsp70 activator: -0.3; APP transl inh: 10; STAT3 act: 108; RAM network inh: 0.4; NF-kB neuron act: 1.1

Remaining list, next part
Structure,STAT1 blocker,STAT3 inh,FLuc inhib CS,APP 5'UTR act,STAT1 act,Hsp70 activator,APP transl inh,STAT3 act,RAM network inh,NF-kB neuron act
Cc1cc(C)nc(NS(=O)(=O)c2ccc(N/C=C/C(=O)c3ccc(Cl)cc3)cc2)n1,-29,-4,-10,-1,125,-0.2,1,101,6.1,1.1
Cc1cc(C)cc(NC(=O)C(=O)NCCCN2CCOCC2)c1,-8,14,-2,-11,105,0.4,12,92,0.4,/
CC1(C)CC(=O)/C(=C(\O)Cc2ccccc2)C(=NCCCCCC(=O)O)C1,20,25,-6,-9,82,-0.4,9,81,-0.2,1.2
COc1ccc(NC(=O)COC(=O)c2cc(SC)ccc2Cl)c(OC)c1,13,3,-7,3,89,-0.2,-3,96,6.2,1.1
Cc1ccc(NC(=O)COC(=O)c2sccc2C)cc1S(=O)(=O)N1CCOCC1,2,11,-4,3,98,-0.5,-3,95,2.0,1.1
O=C(CSCc1ccc([N+](=O)[O-])cc1)Nc1ccccc1C(=O)O,7,1,-4,-10,92,-0.1,10,101,4.5,1.3
O=C(Cc1ccccc1)NCc1ccc2c(c1)OCO2,-19,-6,11,29,118,-0.2,-29,106,1.4,2.4
Cc1c(C(=O)Nc2ccncc2)oc2c1C(=O)CC(C)(C)C2,5,4,-4,4,93,-0.2,-4,98,-0.1,1.4
N#Cc1ccc(C(=O)Nc2cc(S(=O)(=O)Nc3ccc(Cl)cc3)ccc2N2CCCCC2)cc1,-12,-4,-6,7,110,-0.3,-8,101,5.4,0.93
CCOc1ccccc1NC(=O)CSc1nnnn1-c1ccc(C(=O)OC)cc1,-5,10,-4,-8,105,-0.4,8,99,7.0,0.94

Screening results: PubChem BioAssay, several laboratories
